High-throughput results: PubChem BioAssay, several laboratories
West Nile virus CPE: West Nile virus antiviral activity, cell-based, CPE readout (AID 1621); 0.02% of 290,000 active; West Nile virus-infected cells, CPE inhibition; higher % means a stronger effect; CPE inhibition, % at 10 µM; hits with a dose series show IC50 in µM; in the data active = a potency from the dose series; inconclusive = CPE inhibition mostly from about 3.7% at the one dose, without a potency; inactive = the rest, 99 in 100 with CPE inhibition below about 2.2%; note: strong numbers were not always called active
GPR35 antagonists: GPR35 antagonists blocking zaprinast-driven arrestin recruitment, primary screen, imaging, U2OS, beta-arrestin-GFP, zaprinast agonist (AID 2058); 0.052% of 290,000 active; inhibition, % at 10 µM, or IC50 in µM where a hit was titrated; U2OS GPR35 beta-arrestin-GFP translocation imaging, zaprinast antagonism; higher % means a stronger effect;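 active = inhibition of at least 50% with at least 30 cells and total cytoplasm GFP at most 10,000,000; inconclusive = under 30 cells or total GFP of 10,000,000 plus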
KOR beta-arrestin-1: KOR agonists, beta-arrestin recruitment, primary screen, cell-based, luminescence, uHTS (AID 1777); KOR beta-arrestin recruitment, luminescence; higher % means a stronger effect; activation, % at 10 µM; hits with a dose series show EC50 in µM; 0.02% of 280,000 active; in the data active = activation above about 50%, passing the limit was not always enough; note: a part of the inactive calls stands beside numbers as strong as those of hits
KOR beta-arrestin-2: KOR antagonists, beta-arrestin recruitment, cell-based, luminescence, uHTS (AID 1778). KOR beta-arrestin recruitment, luminescence, antagonist mode; higher % means a stronger effect. inhibition, % at 10 µM; hits with a dose series show IC50 in µM. 0.091% of 290,000 active; in the data active = inhibition above about 50%; note: strong numbers were not always called active
PhoP inhibition: inhibitors of PhoP regulon expression, primary screen, Salmonella Typhimurium, GFP reporter (AID 1863); S. Typhimurium PhoP-regulated promoter GFP reporter, 4 h; higher % means a stronger effect; one-dose inhibition, % at 50 µM; IC50 in µM for titrated hits; 0.16% of 300,000 active;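 active = inhibition over 29.93%, a cutoff 3 SD above the screen mean, later confirmed by dose response; inconclusive = inhibition over 29.93% but no dose response follow-up; inactive = inhibition at most 29.93% or unconfirmed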;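 note: 0% = low Mg2+ inducing control and 100% = high Mg2+ repressing control; strong numbers were not always called active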
GPR55 activation: selective activators of receptor GPR55 – imaging, U2OS cells, beta-arrestin-GFP redistribution, primary screen (AID 1961); U2OS GPR55 beta-arrestin-GFP redistribution imaging; higher % means a stronger effect; one-dose activation, % at 10 µM; EC50 in µM for titrated hits; 0.048% of 290,000 active;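 active = activation above 40% with more than 50 cells counted in the well; inconclusive = wells holding fewer than 50 cells, flagged as toxic or sparse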;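 note: U2OS osteosarcoma cells stably expressing GPR55 and beta-arrestin-GFP; plate controls were DMSO negative control for no effect and LPI positive control for full effect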
T cell modulator: T cell immune modulation candidate | 2C CD8+ T cell-vesicle binding, flow cytometry; active compounds read low | 0.068% of 330,000 active | calls only at 7 µM;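 active = response, share of CD8 T cells binding vesicles, and their 90th percentile fluorescence all below set limits, cut at about 80% in these data, passing the limit was not always enough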
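System: murine 2C transgenic CD8+ T lymphocytes; also added: QL9-loaded Drosophila micro-vesicles; times: binding 1.5 h at 37 °C; measured by: flow cytometry, PE anti-B7-1 (FL2) versus Alexa647 anti-CD8 (FL8), PFA-fixed; control set: Peptide-free naked vesicles (low) and QL9 vesicles with 0.7% DMSO vehicle (high)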
GPR55 LPI antagonism: GPR55 antagonists blocking LPI-driven arrestin recruitment, primary screen, imaging, U2OS, beta-arrestin-GFP, LPI agonist (AID 2013). U2OS GPR55 beta-arrestin-GFP translocation imaging, LPI antagonism; higher % means a stronger effect. one-dose inhibition, % at 10 µM; IC50 in µM for titrated hits. 0.13% of 290,000 active;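 active = spots per cell inhibited over 60%, with over 100 cells counted and total cytoplasm intensity under 500,000; inconclusive = wells with under 100 cells, flagged as likely toxic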;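 note: U2OS cells stably carrying GPR55 and arrestin-GFP stimulated by 5 µM LPI near EC80; imaged beta-arrestin-GFP aggregate spots per cell after agonist stimulation; plate controls were LPI-stimulated DMSO wells for no effect and DMSO wells without LPI for full effect; some results filed as inactive read as strong as hits; confirmed hits need IC50 under 10 µM and bright autofluorescent wells are also inconclusive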
NTR1 agonist: agonists of NTR1, primary screen, imaging, U2OS cells, beta-arrestin-GFP, high content (AID 493036). NTR1-U2OS beta-arrestin-GFP spot imaging, agonist mode. activation, % at 20 µM. 0.17% of 330,000 active;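 active = activation at or above 40% of the spot to cytoplasm intensity ratio, with at least 20 cells analyzed; inconclusive = wells under 20 cells, flagged as cytotoxic or low count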;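 note: 0% = DMSO without peptide and 100% = 100 nM NTR1 peptide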
Target sequence (P30989 whole entry, looked up): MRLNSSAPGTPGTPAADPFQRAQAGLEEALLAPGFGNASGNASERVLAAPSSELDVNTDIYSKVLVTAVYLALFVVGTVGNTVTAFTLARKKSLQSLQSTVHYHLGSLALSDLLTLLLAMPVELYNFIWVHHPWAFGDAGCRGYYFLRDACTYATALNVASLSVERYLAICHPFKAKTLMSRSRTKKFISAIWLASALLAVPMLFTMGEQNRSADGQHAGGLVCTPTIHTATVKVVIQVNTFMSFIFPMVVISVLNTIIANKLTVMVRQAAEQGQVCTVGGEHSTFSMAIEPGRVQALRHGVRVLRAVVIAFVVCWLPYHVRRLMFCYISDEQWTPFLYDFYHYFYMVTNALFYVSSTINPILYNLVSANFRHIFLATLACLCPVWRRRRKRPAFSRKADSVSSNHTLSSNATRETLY
T cell modulator vesicle-bound %: second read-out of T cell modulator, no call of its own (marks repeat the call); double positive events, %; measured here: CD8+ vesicle-bound cell fraction;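 binding gate set so that unloaded-vesicle control wells show 10% double positive cells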
NTR1 agonist cell count 20 µM: recorded beside NTR1 agonist, whose call it bears; cell count; measured here: cell count, cytotoxicity flag
The depositor's hits bear a star; i = inactive; ? = inconclusive; / = no result given; [ ] = dose if it differs, or a comment.

SMILES | West Nile virus CPE | GPR35 antagonists | KOR beta-arrestin-1 | KOR beta-arrestin-2 | PhoP inhibition | GPR55 activation | T cell modulator | T cell modulator vesicle-bound % | GPR55 LPI antagonism | NTR1 agonist | NTR1 agonist cell count 20 µM
CC(C)Cc1nnc(NC(=O)c2cc(S(=O)(=O)N(C)C)ccc2N2CCCC2)s1 | -0.1% | -5% | 1.9% | 7% | 1% | 0.3% | i | 16 | 1% | 0.1 | 77
Cc1cccc(NC(=O)c2cc(S(=O)(=O)c3ccccc3)ccc2Cl)c1 | -0.5% | -12% | 1.1% | 22% | 9% | -0.1% | i | 31 | 0% | 0.7 | 40
O=C(CCC(=O)Nc1ccc(Br)cc1)N/N=C/c1ccc(O)cc1 | 0.1% | -4% | -0.5% | 24% | 5% | 0.3% | i | 35 | -1% | 0.3 | 46
Cc1ccc(-c2nnc(SCC(=O)Nc3ccc4c(c3)OCCO4)n2N)cc1 | 0.3% | 1% | 5.5% | -4% | -5% | -0.3% | i | 20 | 7% | 0.0 | 57
O=C(Nc1ccncc1)c1c(Cl)cccc1Cl | -0.4% | 17% | -0.6% | -12%[20 µM] | 3% | -0.4% | i | 64 | -2% | 1.9 | 66
Cc1cc(Nc2ccc3ccccc3c2)n2ncnc2n1 | -0.3% | 12% | 0.1% | -24% | 6% | -0.1% | i | 20 | 4% | -0.1 | 38
Cc1cc(C)c(C(=O)Nc2ccc(S(=O)(=O)Nc3onc(C)c3C)cc2)c(C)c1 | -0.4% | -9% | -0.6% | 10% | 2% | -0.3% | i | 28 | 5% | 6.3 | 50
[O-]c1c[n+](-c2ccccc2)no1 | 0.2% | -12% | -2.7% | 10% | -5% | -0.1% | i | 32 | 16% | 0.0 | 64
COc1cc(C(=O)Nc2cc(Cl)ccc2C)c(-n2cnnn2)cc1OC | -0.9% | 0% | 0.1% | -3% | 20% | -0.1% | i | 26 | 4% | 1.9 | 68
Nc1nnc(CC(=O)N/N=C/c2cc([N+](=O)[O-])cc(Br)c2O)s1 | -0.2% | -24% | -9.8% | 16%[20 µM] | 6% | 0.3% | i | 55 | -1% | -0.3 | 73
COCCNC(=O)C1CCC(CNS(=O)(=O)c2ccc3c(c2)CC(C)N3C(=O)C2CC2)CC1 (centres undefined) | -0.1% | 6% | 4.8% | 3% | -3% | -0.4% | i | 39 | -7% | 1.4 | 77
CCN(CC)C(=O)c1cncc(C(=O)N(CC)CC)c1-c1ccccc1 | 0.7% | 0% | 6.4% | -87% | -7% | -0.2% | i | 33 | 1% | -2.1 | 73
O=C(O)c1cc(Cl)c2c(c1)[C@@H]1C=CC[C@@H]1[C@H](c1ccc(S(=O)(=O)N3CCOCC3)cc1)N2 | -0.2% | 20% | -1.5% | -9% | -2% | -0.1% | i | 38 | 13% | / | /
Cc1cc(C)n(C(=O)CCCCCCCC(=O)n2nc(C)cc2C)n1 | -0.2% | 5% | -0.8% | 18% | 0% | 0.2% | i | 20 | -3% | 0.4 | 39
N#Cc1nc(Cc2cccc3ccccc23)oc1NCC1CCCO1 (centres undefined) | -1.0% | -4% | -2.8% | 31% | 13% | 0.2% | i | 52 | 0% | 1.9 | 76
CCC(=O)N1CCN(c2nc(C)nc3sc(C)c(C)c23)CC1 | -0.3% | -1% | -1.5% | 18% | -6% | -0.1% | i | 25 | -8% | 0.5 | 45
CN(C)CCN(C)Cc1ccc2c(c1)Cc1ccccc1-2 | / | 10% | 2.2% | -25% | / | 1.0% | / | / | 15% | / | /
CCc1[nH]nc(C(=O)NC2CCCN(Cc3ccccc3F)C2)c1C (centres undefined) | -0.2% | 25% | -1.9% | 9% | -5% | -0.1% | i | 64 | -4% | -1.6 | 67
O=C(NCC(=O)N1CCN(Cc2ccccc2)CC1)c1ccc(Br)cc1 | -0.6% | 6% | 8.2% | -4% | 12% | -0.1% | i | 29 | 9% | 0.3 | 60
O=S(=O)(Nc1nc2ccccc2nc1-[n+]1cccc(N=C([O-])c2ccc(Cl)cc2)c1)c1ccccc1 | -0.4% | 4% | 5.5% | -10% | 2% | -0.2% | i | 33 | 1% | 5.5 | 51
O=P(OCC1CC1)(c1ccccc1)c1ccccc1 | 0.0% | 3% | -0.6% | -2% | 5% | 0.2% | i | 49 | 1% | 0.7 | 70
O=C(NC1=NCCS1)C1Cc2ccccc2CN1C(=O)c1ccccc1 (centres undefined) | 0.8% | 5% | 2.0% | -53% | 15% | 0.0% | i | 47 | -27% | 2.2 | 88
CC1CCCN(CC(=O)Nc2ccc(S(=O)(=O)N3CCCC3)cc2)C1 (centres undefined) | 0.5% | -12% | 1.9% | 2% | 1% | -0.1% | i | 23 | -8% | -0.2 | 34
CC(=O)NC(NC(C)=O)c1cccc(OCc2ccccc2)c1 | 0.3% | -9% | 0.3% | -1% | 2% | 0.2% | i | 28 | 6% | 0.1 | 64
COc1cc(Cl)c(C)cc1NC(=O)CCNC(=O)c1ccco1 | -0.5% | -16% | 4.2% | -10% | -4% | -0.1% | i | 51 | -4% | 2.7 | 44
Continued.
SMILES | West Nile virus CPE | GPR35 antagonists | KOR beta-arrestin-1 | KOR beta-arrestin-2 | PhoP inhibition | GPR55 activation | T cell modulator | T cell modulator vesicle-bound % | GPR55 LPI antagonism | NTR1 agonist | NTR1 agonist cell count 20 µM
O=C(COC(=O)c1ccccc1NC(=O)c1ccco1)NCC1CCCCC1 | 1.0% | 5% | -2.6% | 15% | 0% | -0.1% | i | 36 | 4% | -0.5 | 88
C=C(C)CC1N(c2cccc(OC)c2)C(=O)C2C(C(=O)O)C3C=CC21O3 (centres undefined) | 0.4% | 0% | -0.3% | 16% | 9% | -0.1% | i | 56 | 11% | 0.4 | 65
COC(=O)c1ccc(C2NC(=O)c3ccccc3O2)cc1 (centres undefined) | -0.1% | 4% | -3.7% | 30% | -2% | 0.0% | i | 52 | 2% | -0.9 | 81
COc1cccc(NC(=S)N2CCN(C(c3ccccc3)c3ccccc3)CC2)c1 | -0.1% | -2% | -0.1% | 34% | 13% | 0.1% | i | 47 | 5% | 2.9 | 46
Cc1ccc(O)c(NC(=O)c2cc(-c3ccco3)on2)c1 | -0.6% | 11% | 2.2% | -45% | -5% | 0.3% | i | 48 | 3% | 0.4 | 61
CC1(C)CC(=O)C2=C(C1)N(c1ccccc1)C(N)=C(C#N)C2c1cccnc1 (centres undefined) | / | 1% | 3.2% | -6% | -1% | -0.1% | i | 26 | 9% | -0.9 | 56
Cc1c2c([n+]3n1CCC3)CC(C)(C)CC2=O | 0.2% | 5% | -3.5% | -10% | -8% | 0.9% | i | 27 | -5% | -0.7 | 65
COC(=O)C1=C(C)N(CCCCCC(=O)O)C(=O)NC1c1ccccc1 (centres undefined) | 0.1% | / | / | / | -11% | / | i | 21 | / | 7.7 | 62
Cc1coc2cc3oc(=O)ccc3cc12 | -0.5% | 10% | -3.0% | -15% | 9% | 0.0% | i | 60 | 2% | -0.4 | 90
COCCCNC(=S)NC(=O)c1ccc([N+](=O)[O-])cc1 | 0.1% | -3% | 21% | -21% | -11% | -0.3% | i | 31 | -1% | 0.3 | 62
C=C[C@@]1(C)CC(=O)[C@]2(O)[C@@]3(C)[C@@H](O)CCC(C)(C)[C@@H]3[C@H](OC(C)=O)[C@H](O)[C@@]2(C)O1 | 0.9% | / | / | / | 2% | / | i | 32 | / | -1.1 | 83
Cc1onc(-c2ccccc2)c1C(=O)NC(=S)NNC(=O)c1ccc(O)cc1O | ? | -1% | 1.8% | -32% | 111µM* | 0.9% | i | 17 | 2% | 0.3 | 60
Cc1nn(-c2ccc(C(=O)O)cc2)c2c1C(=O)CC(C)(C)C2 | 0.5% | 2% | 2.1% | 22% | -12% | -0.1% | i | 23 | 1% | 0.3 | 71
CCc1ccc(N=CC23c4ccccc4C(c4ccccc42)C2C(=O)N(c4ccc(OC)cc4)C(=O)C23)cc1 (centres undefined) | -1.0% | -8% | 0.8% | 3% | -1% | 0.2% | i | 21 | 14% | 3.8 | 69
O=c1[nH]n(Cc2ccccc2)c(=O)c2ccccc12 | 0.6% | 9% | 1.9% | -6% | 6% | -0.1% | i | 26 | 24% | 2.0 | 87
CCN1CCN(CCNC(=O)Nc2ccc([N+](=O)[O-])cc2)CC1 | -0.4% | -6% | 5.2% | -16% | -11% | -0.3% | i | 28 | 5% | 1.1 | 45
COc1ccc(CN2CC(=O)N(c3ccc(C)c(C)c3)C2=S)cc1OC | -1.4% | -21% | -0.6% | -3% | -11% | 0.5% | i | 16 | 15% | 2.3 | 45
O=c1c2c([N+](=O)[O-])cc([N+](=O)[O-])cc2nc2ccccn12 | -0.1% | 11% | -4.3% | -1%[20 µM] | -3% | -0.1% | i | 67 | 9% | -0.1 | 58
CCOc1cc(NC(=S)NCC2CCCO2)c(OCC)cc1NC(=O)CC (centres undefined) | -0.6% | -2% | -2.8% | -29% | 8% | -0.1% | i | 16 | 5% | 1.4 | 37
COc1ccc(N2C(=O)N3[C@H](c4ccc(Br)cc4)[C@@H]4C(=O)N(C(C)(C)C)C(=O)[C@@H]4[C@]3(Cc3ccccc3)C2=O)cc1 | -1.0% | 12% | 3.6% | -4%[20 µM] | 12% | -0.1% | i | 50 | 2% | 1.1 | 62
CCc1cccc(C)c1NC(=O)CO/N=C(\C)c1cc2ccccc2o1 | -1.7% | -15% | -0.4% | 15% | 1% | -0.1% | i | 16 | 13% | 0.9 | 45
O=C(N/N=C/c1cccnc1)C(O)c1ccccc1 (centres undefined) | -0.3% | -9% | -2.8% | 34% | -4% | -0.3% | i | 51 | 0% | -1.2 | 81
CSc1ncccc1C(=O)OCC(=O)c1cccs1 | 0.7% | -7% | -1.4% | -19% | -5% | -0.5% | i | 63 | 2% | 0.2 | 82

PhoP inhibition, hit marks shown above
SMILES | West Nile virus CPE | GPR35 antagonists | KOR beta-arrestin-1 | KOR beta-arrestin-2 | PhoP inhibition | T cell modulator | T cell modulator vesicle-bound %
Cc1onc(-c2ccccc2)c1C(=O)NC(=S)NNC(=O)c1ccc(O)cc1O | ? | -1% | 1.8% | -32% | 111µM* | i | 17
